Bioassay records: PubChem, Sanford-Burnham Center for Chemical Genomics
mIAP inh: inhibitors of mouse IAP, primary screen, biochemical, luminescence, uHTS; 330,000 tested, 0.2% active; AID 2806, 2010; purified mouse IAP, CDP-Star luminescence, 30 min; inhibition, % at 10 µM; intestinal alkaline phosphatase [Mus musculus];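 active = inhibition of at least 40% at 10 µM in the primary screen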;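 note: plate controls were DMSO with enzyme for no effect and no enzyme wells for full effect; values of inactives mirror those of a sister screen read the other way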
beta cell repl: inducers of MIN6 beta-cell proliferation, primary screen, ATP luminescence, uHTS | MIN6 cells proliferation, ATPlite luminescence, 48 h; cells starved in 0.2% serum; 100% = growth in 10% serum | proliferation, % at 10 µM | 330,000 tested, 0.29% active;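 active = compounds whose signal lies at least 3.5 SD above the mean of all wells on their plate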;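 note: 0% = DMSO-treated cells in low-serum medium and 100% = 10% serum control; some compounds called inactive have numbers as strong as hits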
hIAP inh: human IAP inhibitors, primary screen, biochemical, luminescence, uHTS; Intestinal-type alkaline phosphatase (Homo sapiens), P09923; purified IAP, CDP-Star luminescence, 30 min; inhibition, % at 10 µM; 330,000 tested, 0.12% active; AID 2544, 2010;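 active = inhibition reaching a set limit with compound at 10 µM in the primary screen, cut at about 35% in these data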;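 note: plate controls were DMSO wells with enzyme for no effect and no-enzyme buffer wells for full effect; values of inactives mirror those of a sister screen read the other way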
Target sequence (P09923 whole entry, looked up): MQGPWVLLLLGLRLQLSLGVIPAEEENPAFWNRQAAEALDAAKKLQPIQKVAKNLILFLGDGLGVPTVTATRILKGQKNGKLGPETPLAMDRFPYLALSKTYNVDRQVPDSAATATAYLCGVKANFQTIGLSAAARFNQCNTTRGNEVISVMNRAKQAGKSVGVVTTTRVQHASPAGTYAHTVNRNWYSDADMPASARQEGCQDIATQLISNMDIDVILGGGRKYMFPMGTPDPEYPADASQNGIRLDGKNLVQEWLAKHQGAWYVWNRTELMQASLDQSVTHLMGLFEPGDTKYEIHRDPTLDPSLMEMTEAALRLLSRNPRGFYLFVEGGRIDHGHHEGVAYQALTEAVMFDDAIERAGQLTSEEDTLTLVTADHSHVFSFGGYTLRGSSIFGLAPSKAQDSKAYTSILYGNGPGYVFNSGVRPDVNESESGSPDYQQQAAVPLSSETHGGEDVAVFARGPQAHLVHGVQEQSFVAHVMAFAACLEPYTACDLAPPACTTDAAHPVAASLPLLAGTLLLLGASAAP
hIAP activ: human IAP activators, primary screen, biochemical, luminescence, uHTS | Intestinal-type alkaline phosphatase (Homo sapiens), P09923 | purified human IAP, CDP-Star luminescence, 30 min; hits give high values; 1 = vehicle-only enzyme, 0 = enzyme-free background | activation factor at 10 µM | 330,000 tested, 0.16% active;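 active = activation factor of the enzyme at least 2-fold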; note: the source names both 10 and 20 µM as test concentration; values of inactives mirror those of a sister screen read the other way
APOBEC3A inh: APOBEC3A ssDNA deaminase inhibitors, primary screen, selectivity assay for APOBEC3G inhibitor project, biochemical, FAM/TAMRA oligo cleavage fluorescence; DNA dC->dU-editing enzyme APOBEC-3A (Homo sapiens), P31941; inhibition, % at 20 µM; 330,000 tested, 0.41% active; recombinant A3A, FAM/TAMRA ssDNA deamination fluorescence;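 active = at least 40% inhibition at 20 µM here, with at most 30% in a related deaminase screen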;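 note: plate controls were A3A with DMSO for no effect and wells lacking A3A enzyme for full effect; some results filed as inactive read as strong as hits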
MPTP block: mitochondrial permeability transition pore inhibitors, primary screen, biochemical, isolated mouse mitochondria, absorbance; 360,000 tested, 1.4% active; Ca2+ swelling absorbance, 30 min; inhibition, % at 10 µM;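 active = inhibition of 50% or more, scaled per plate between neutral and stimulator controls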;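 note: 0% = DMSO wells given calcium and 100% = 1 mM EGTA wells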
mIAP act: activators of mouse IAP, primary screen, biochemical, luminescence, uHTS; activation factor at 10 µM; muIAP, CDP-Star luminescence, 30 min; hits give high values; 1 = vehicle-only enzyme signal, 0 = enzyme-free wells; AID 2805, 2010; 330,000 tested, 0.24% active; intestinal alkaline phosphatase [Mus musculus];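 active = activation factor of at least 2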; note: the source names both 10 and 20 µM as test concentration; values of inactives mirror those of a sister screen read the other way
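System: mouse IAP enzyme. Reagent: CDP-Star chemiluminescent phosphatase substrate. Benchmarks: DMSO wells, no-enzyme wells. Times: 30 min enzyme-substrate-compound incubation at room temperature. Detection: luminescence from enzymatic CDP-Star hydrolysis. Doses: test compounds delivered from DMSO solution.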
APOBEC3G inh: APOBEC3G DNA deaminase inhibitors, primary screen, biochemical, fluorescence, single-stranded DNA substrate, uHTS; recombinant A3G, ssDNA deamination FAM/TAMRA fluorescence; 330,000 tested, 0.28% active; DNA dC->dU-editing enzyme APOBEC-3G (Homo sapiens), Q9HC16; inhibition, % at 20 µM;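 active = inhibition of at least 40% at 20 µM, with no more than 30% in the related APOBEC3A deaminase screen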;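 note: plate controls were DMSO wells with A3G for no effect and wells lacking A3G enzyme for full effect; some compounds called inactive have numbers as strong as hits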
Target sequence (Q9HC16 whole entry, looked up): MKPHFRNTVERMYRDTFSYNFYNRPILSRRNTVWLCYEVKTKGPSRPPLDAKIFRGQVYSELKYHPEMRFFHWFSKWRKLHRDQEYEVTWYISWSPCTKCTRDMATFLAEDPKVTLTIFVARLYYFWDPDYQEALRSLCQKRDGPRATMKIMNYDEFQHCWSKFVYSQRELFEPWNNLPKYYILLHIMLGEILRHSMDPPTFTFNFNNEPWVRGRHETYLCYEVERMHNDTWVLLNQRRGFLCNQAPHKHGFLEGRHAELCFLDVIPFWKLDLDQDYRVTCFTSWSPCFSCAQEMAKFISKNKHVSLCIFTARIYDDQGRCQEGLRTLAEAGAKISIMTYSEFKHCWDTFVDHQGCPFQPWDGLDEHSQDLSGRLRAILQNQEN
GRIN3A LBD mod: binders of NR3A ligand-binding domain, primary screen, biophysical, differential scanning fluorimetry, uHTS. Tm shift relative to glycine control, % at 25 µM. 340,000 tested, 2.5% active. AID 1259313, 2017. NR3A LBD differential scanning fluorimetry, Tm shift; 0% = protein alone, 100% = glycine-bound protein. Glutamate receptor ionotropic, NMDA 3A (GRIN3A) ligand-binding domain;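 active = melting temperature shift of at least 10% of the positive control shift, at one fixed dose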
* = called active by the depositor.

What do the screens show for `O=C(COc1ccc2ccccc2c1)Nc1cccc(C(=O)Nc2ccccc2C(=O)O)c1`?
mIAP inh: 13; beta cell repl: -3; hIAP inh: -3; hIAP activ: 1; APOBEC3A inh: 0; MPTP block: 79*; mIAP act: 0.87; APOBEC3G inh: -4; GRIN3A LBD mod: 12*

Results for O=C(CNC(=O)N1CC(=O)Nc2ccccc21)NCc1ccccc1 ?
mIAP inh: 1; beta cell repl: -1; hIAP inh: -2; hIAP activ: 1; APOBEC3A inh: -3; MPTP block: 2.3; mIAP act: 0.99; APOBEC3G inh: -6; GRIN3A LBD mod: 1

What do the screens show for `COc1ccc(NC(=S)N(Cc2ccc(Cl)cc2)Cc2ccc(C(=O)O)cc2)cc1Cl`?
mIAP inh: 1; beta cell repl: -5; hIAP inh: 2; hIAP activ: 0.98; APOBEC3A inh: -3; MPTP block: 1.3; mIAP act: 0.99; APOBEC3G inh: -2; GRIN3A LBD mod: 2

What do the screens show for `Cc1ccc(O)c(C(=O)c2cnc3c(c2)COc2ccccc2-3)c1`?
mIAP inh: 7; beta cell repl: -4; hIAP inh: 0; hIAP activ: 1; APOBEC3A inh: 1; MPTP block: -1.6; mIAP act: 0.93; APOBEC3G inh: -2; GRIN3A LBD mod: -6

How did COc1ccc(NC(=S)N(CCC(C)C)C2CCN(C(C)=O)CC2)cc1 do in these assays?
mIAP inh: -10; beta cell repl: -1; hIAP inh: 4; hIAP activ: 0.96; APOBEC3A inh: 1; MPTP block: 0.1; mIAP act: 1.1; APOBEC3G inh: -3; GRIN3A LBD mod: 2

Results for CCOC(=O)c1c(NC(=O)Cc2ccccc2)sc2c1CCN(CC)C2 ?
mIAP inh: -8; beta cell repl: -1; hIAP inh: 2; hIAP activ: 0.98; APOBEC3A inh: -3; MPTP block: 45; mIAP act: 1.1; APOBEC3G inh: -15; GRIN3A LBD mod: -3

What do the screens show for `CCC(C)NC(=O)C1CCCN(C(=O)NC2CCCCC2)C1` (centres undefined)?
mIAP inh: -3; beta cell repl: -1; hIAP inh: 0; hIAP activ: 1; APOBEC3A inh: 3; MPTP block: 0.3; mIAP act: 1; APOBEC3G inh: 2; GRIN3A LBD mod: 0

What do the screens show for `c1ccc(-c2nnc(SCC3CCCCO3)nc2-c2ccccc2)cc1` (centres undefined)?
mIAP inh: 17; beta cell repl: 2; hIAP inh: 2; hIAP activ: 0.97; APOBEC3A inh: -7; MPTP block: -1.3; mIAP act: 0.83; APOBEC3G inh: -8; GRIN3A LBD mod: -3

Results for COc1ccc(C(=O)NC(C)c2nc3ccccc3n2C)cc1OC (centres undefined) ?
mIAP inh: 2; beta cell repl: -2; hIAP inh: 0; hIAP activ: 1; APOBEC3A inh: -1; MPTP block: -0.2; mIAP act: 0.98; APOBEC3G inh: -2; GRIN3A LBD mod: -2

Results for CCc1ccc(C(=O)Nn2c(C)nc3ccccc3c2=O)cc1 ?
mIAP inh: -2; beta cell repl: 2; hIAP inh: 4; hIAP activ: 0.96; APOBEC3A inh: -4; MPTP block: -2.2; mIAP act: 1; APOBEC3G inh: -8; GRIN3A LBD mod: -1

Results for O=C(NC(=O)N1CCN(c2cccc(Cl)c2)CC1)c1ccc(Cl)cc1 ?
mIAP inh: 3; beta cell repl: -6; hIAP inh: 6; hIAP activ: 0.94; APOBEC3A inh: 3; MPTP block: 0.9; mIAP act: 0.97; APOBEC3G inh: -3; GRIN3A LBD mod: -7

What do the screens show for `COc1ccccc1NC(=O)CSc1nnnn1-c1ccccc1F`?
mIAP inh: 13; beta cell repl: 0; hIAP inh: 26; hIAP activ: 0.74; APOBEC3A inh: -4; MPTP block: 0.3; mIAP act: 0.87; APOBEC3G inh: 4; GRIN3A LBD mod: 1

Results for Cc1cc(Nc2cc(C(=O)O)ccc2C)n2ncnc2n1 ?
mIAP inh: 9; beta cell repl: -1; hIAP inh: 16; hIAP activ: 0.84; APOBEC3A inh: 0; MPTP block: -2.0; mIAP act: 0.91; APOBEC3G inh: 2; GRIN3A LBD mod: 2

How did O=C(/C=C/c1ccc(S(=O)(=O)N2CCOCC2)cc1)NCCCn1ccnc1 do in these assays?
mIAP inh: 8; beta cell repl: -1; hIAP inh: -3; hIAP activ: 1; APOBEC3A inh: 1; MPTP block: 1.2; mIAP act: 0.92; APOBEC3G inh: -3; GRIN3A LBD mod: -2

What do the screens show for `O=C1NC2(CCCCC2)C(=O)N1/N=C/c1ccc(O)cc1O`?
mIAP inh: -2; beta cell repl: -2; hIAP inh: 12; hIAP activ: 0.88; APOBEC3A inh: 0; MPTP block: -2.1; mIAP act: 1; APOBEC3G inh: -2; GRIN3A LBD mod: -5

Results for Cc1cnnc2c1-c1no[n+]([O-])c1CC2 ?
mIAP inh: 2; beta cell repl: 2; hIAP inh: -14; hIAP activ: 1.1; APOBEC3A inh: 1; MPTP block: -2.0; mIAP act: 0.98; APOBEC3G inh: -5; GRIN3A LBD mod: 1

Results for CCNc1nc(SCc2ccccc2)nc(N2CCOCC2)n1 ?
mIAP inh: -4; beta cell repl: -3; hIAP inh: 13; hIAP activ: 0.87; APOBEC3A inh: 1; MPTP block: -1.7; mIAP act: 1; APOBEC3G inh: -4; GRIN3A LBD mod: 0

How did O=C(NCCN1CCN(c2ccccc2)CC1)c1ccc2c(c1)[nH]c(=S)n1c3ccccc3nc21 do in these assays?
mIAP inh: 6; beta cell repl: -5; hIAP inh: 12; hIAP activ: 0.88; APOBEC3A inh: 0; MPTP block: 1.1; mIAP act: 0.94; APOBEC3G inh: -5; GRIN3A LBD mod: 6

How did COc1ccc(NS(=O)(=O)c2c(C)n(C)c(=O)n(C)c2=O)cc1OC do in these assays?
mIAP inh: 6; beta cell repl: 1; hIAP inh: 11; hIAP activ: 0.89; APOBEC3A inh: -1; MPTP block: -2.9; mIAP act: 0.94; APOBEC3G inh: -1; GRIN3A LBD mod: -2

Results for CCn1cc(C(=O)NCCc2ccccc2)c(=O)c2cc(S(=O)(=O)N(C)C)ccc21 ?
mIAP inh: 9; beta cell repl: -6; hIAP inh: -14; hIAP activ: 1.1; APOBEC3A inh: -1; MPTP block: 0.2; mIAP act: 0.91; APOBEC3G inh: 2; GRIN3A LBD mod: 1

What do the screens show for `COc1ccc(-n2nc(C(=O)NCC(=O)N3CCN(C)CC3)c3ccccc3c2=O)cc1`?
mIAP inh: -6; beta cell repl: 0; hIAP inh: -6; hIAP activ: 1.1; APOBEC3A inh: 0; MPTP block: -0.9; mIAP act: 1.1; APOBEC3G inh: -7; GRIN3A LBD mod: -2

Results for COc1ccc(Cl)cc1C(=O)NNC(=O)c1nn(C)c(=O)c2ccccc12 ?
mIAP inh: 0; beta cell repl: 2; hIAP inh: -30; hIAP activ: 1.3; APOBEC3A inh: -1; MPTP block: -1.8; mIAP act: 1; APOBEC3G inh: -4; GRIN3A LBD mod: -3

Results for C/C=C/C(=O)OCC(=O)Nc1ccc(SC(F)F)cc1 ?
mIAP inh: -12; beta cell repl: -4; hIAP inh: -5; hIAP activ: 1.1; APOBEC3A inh: -6; MPTP block: 0.1; mIAP act: 1.1; APOBEC3G inh: -4; GRIN3A LBD mod: -1

How did COc1ccc(/C=N\NC(=O)c2ccccc2F)cc1COc1ccc(F)cc1 do in these assays?
mIAP inh: 3; beta cell repl: -1; hIAP inh: 5; hIAP activ: 0.95; APOBEC3A inh: -2; MPTP block: 0.9; mIAP act: 0.97; APOBEC3G inh: -4; GRIN3A LBD mod: 4

How did C/C=N/NC(=O)CCNC(=O)c1ccccc1 do in these assays?
mIAP inh: -10; beta cell repl: 0; hIAP inh: -7; hIAP activ: 1.1; APOBEC3A inh: 5; MPTP block: 1.9; mIAP act: 1.1; APOBEC3G inh: -2; GRIN3A LBD mod: 0

What do the screens show for `CCn1nc(NC(=O)c2ccco2)c2cc3ccc(C)cc3nc21`?
mIAP inh: -14; beta cell repl: 1; hIAP inh: -16; hIAP activ: 1.2; APOBEC3A inh: -3; MPTP block: -2.4; mIAP act: 1.1; APOBEC3G inh: -4; GRIN3A LBD mod: -2

Results for O=C(COC(=O)CN1C(=O)NC2(CCCC2)C1=O)Nc1ccccc1C(F)(F)F ?
mIAP inh: -4; beta cell repl: -4; hIAP inh: 6; hIAP activ: 0.94; APOBEC3A inh: -1; MPTP block: 0.3; mIAP act: 1; APOBEC3G inh: -4; GRIN3A LBD mod: -2

How did Cc1cc(=O)[nH]c2ccc(Cl)cc12 do in these assays?
mIAP inh: -2; beta cell repl: -1; hIAP inh: 0; hIAP activ: 1; APOBEC3A inh: 2; MPTP block: -1.2; mIAP act: 1; APOBEC3G inh: 1; GRIN3A LBD mod: 1

Results for COc1ccc(O)c(C(=O)c2cnc3c(c2)c(=O)[nH]c(=O)n3C)c1 ?
mIAP inh: -1; beta cell repl: -4; hIAP inh: 4; hIAP activ: 0.96; APOBEC3A inh: -2; MPTP block: 0.2; mIAP act: 1; APOBEC3G inh: -6; GRIN3A LBD mod: -7

What do the screens show for `CN(C)S(=O)(=O)c1cccc(NC(=O)CNCC2CCCCC2)c1`?
mIAP inh: -14; beta cell repl: 0; hIAP inh: -20; hIAP activ: 1.2; APOBEC3A inh: -2; MPTP block: 0.2; mIAP act: 1.1; APOBEC3G inh: -5; GRIN3A LBD mod: -2

How did Cc1ccc(C(C)C)cc1S(=O)(=O)Nc1ccncc1 do in these assays?
mIAP inh: -2; beta cell repl: -4; hIAP inh: -7; hIAP activ: 1.1; APOBEC3A inh: 1; MPTP block: 0.2; mIAP act: 1; APOBEC3G inh: -1; GRIN3A LBD mod: 0

Fetched by structure from the entries so far:
How did COc1ccc(/C=N\NC(=O)c2ccccc2F)cc1COc1ccc(F)cc1 do in these assays?
mIAP inh: 3; beta cell repl: -1; hIAP inh: 5; hIAP activ: 0.95; APOBEC3A inh: -2; MPTP block: 0.9; mIAP act: 0.97; APOBEC3G inh: -4; GRIN3A LBD mod: 4

Results for C/C=C/C(=O)OCC(=O)Nc1ccc(SC(F)F)cc1 ?
mIAP inh: -12; beta cell repl: -4; hIAP inh: -5; hIAP activ: 1.1; APOBEC3A inh: -6; MPTP block: 0.1; mIAP act: 1.1; APOBEC3G inh: -4; GRIN3A LBD mod: -1

What do the screens show for `COc1ccc(-n2nc(C(=O)NCC(=O)N3CCN(C)CC3)c3ccccc3c2=O)cc1`?
mIAP inh: -6; beta cell repl: 0; hIAP inh: -6; hIAP activ: 1.1; APOBEC3A inh: 0; MPTP block: -0.9; mIAP act: 1.1; APOBEC3G inh: -7; GRIN3A LBD mod: -2

Not a hit list, and some 5% of all compounds hit somewhere here.
